# sPLA2-III inh = Inhibits HGIII-sPLA2 liposome hydrolysis, primary screen. Q9NZ20. QFRET BODIPY PC-A2 liposome hydrolysis, fluorescence. inhibition, % at 12.2 µM. 0.56% of 370,000 active. AID 743126;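 active = inhibition above mean plus 3 SD of compounds lying within the high and low control bounds, cut at about 19% in these data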;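 also: 0% = median of test compound wells and 100% = no enzyme DMSO wells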
# NPR1 activator = GC-A (human) enzyme activation; AID 1671463; P16066; activation, % at 10 µM; HEK293 GC-A cells, cGMP TR-FRET, EC30 ANP; 0% at EC30 ANP, 100% saturating ANP; 0.14% of 370,000 active; in the data active = activation above about 40%
# KLK7 zymogen act = activates the human kallikrein-7 zymogen | P49862 | purified proKLK7, EDANS-DABCYL substrate fluorescence; 100% is mature enzyme control, 0% vehicle | activation, % at 7 µM | 0.9% of 370,000 active;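 active = activation above the mean of all tested compounds plus 3 SD, computed per campaign excluding outliers beyond control limits, cut at about 13% in these data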
# DAX1 inh-1 = inhibitors of DAX1 repression of SF-1 activated StAR promoter; HEK293T StAR-luciferase reporter, SF-1/DAX-1 repression relief; inhibition, % at 6.8 µM; 1.1% of 370,000 active; AID 652010;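 active = inhibition above the mean over all tested compounds plus 3 SD, cut at about 3.6% in these data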;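 also: 0% = DAX-1 cells with DMSO and 100% = cells lacking DAX-1 with DMSO; higher inhibition means more luminescence from relief of DAX-1 repression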
# SMARCA2 activ = increases SMARCA2 function in MMTV reporter cells | MG213 cells, MMTV-luciferase reporter, dexamethasone, overnight | activation, % at 9.1 µM | 1% of 370,000 active | AID 652017; in the data active = activation above about 7.8%;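 also: 0% = vehicle wells and 100% = reference activator wells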
# hcDAF12 agonist = activates DAF-12 receptor from parasite H. contortus | HEK293 hcDAF-12 lit1-tk-luc reporter, luminescence; 0% DMSO, 100% Δ7-dafachronic acid | activation, % at 6.8 µM | 1.4% of 370,000 active | AID 652067;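 active = activation above the mean of all tested compounds plus 3 SD, cut at about 5.5% in these data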;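 also: 100% = response to 3 µM Δ7-dafachronic acid high control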
# ssDAF-12 act = activates DAF-12 receptor from parasite S. stercoralis; HEK293 ssDAF-12/GRIP1 lit1-tk-luc reporter, luminescence; % of 3 µM dafachronic acid response; activation, % at 6.8 µM; 1% of 370,000 active;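 active = activation above the mean over all tested compounds plus 3 SD, cut at about 0.9% in these data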;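 also: 0% = DMSO-only wells and 100% = 3 µM delta7-dafachronic acid wells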
# FXN GAA850 act = increases GAA850 frataxin promoter reporter activity; HEK293 lucGAA850 FXN promoter luciferase reporter, 24 h; percent of 10 µM SAHA response; activation, % at 6 µM; 0.56% of 360,000 active; AID 540364;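 active = activation above the average of all compounds screened plus 3 SD, cutoff fixed separately per campaign, cut at about 7.5% in these data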;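 also: 0% = DMSO wells and 100% = 10 µM SAHA wells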
# hgDAF-12 ag = hgDAF-12 agonism, primary luciferase screen | HEK293 GAL4-hgDAF12 UAS-luciferase reporter, agonist luminescence; normalized to butyrate control | activation, % at 6.8 µM | 1.8% of 370,000 active | AID 687014;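 active = activation above a cutoff set at the mean of all screened compounds plus 3 SD, cut at about 10% in these data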;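 also: 0% = DMSO wells and 100% = sodium butyrate wells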
# NPR2 activator = GC-B (human) receptor activation; 0.11% of 370,000 active; HEK293-GC-B cells, CNP EC30, cGMP TR-FRET; 0% at EC30 CNP, 100% saturating CNP; P20594; AID 1920062; activation, % at 10 µM;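 active = activation at 10 µM reaching about 35% in either raw or pattern-adjusted values, limit read from the data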
# Target sequence (P20594 whole entry, looked up): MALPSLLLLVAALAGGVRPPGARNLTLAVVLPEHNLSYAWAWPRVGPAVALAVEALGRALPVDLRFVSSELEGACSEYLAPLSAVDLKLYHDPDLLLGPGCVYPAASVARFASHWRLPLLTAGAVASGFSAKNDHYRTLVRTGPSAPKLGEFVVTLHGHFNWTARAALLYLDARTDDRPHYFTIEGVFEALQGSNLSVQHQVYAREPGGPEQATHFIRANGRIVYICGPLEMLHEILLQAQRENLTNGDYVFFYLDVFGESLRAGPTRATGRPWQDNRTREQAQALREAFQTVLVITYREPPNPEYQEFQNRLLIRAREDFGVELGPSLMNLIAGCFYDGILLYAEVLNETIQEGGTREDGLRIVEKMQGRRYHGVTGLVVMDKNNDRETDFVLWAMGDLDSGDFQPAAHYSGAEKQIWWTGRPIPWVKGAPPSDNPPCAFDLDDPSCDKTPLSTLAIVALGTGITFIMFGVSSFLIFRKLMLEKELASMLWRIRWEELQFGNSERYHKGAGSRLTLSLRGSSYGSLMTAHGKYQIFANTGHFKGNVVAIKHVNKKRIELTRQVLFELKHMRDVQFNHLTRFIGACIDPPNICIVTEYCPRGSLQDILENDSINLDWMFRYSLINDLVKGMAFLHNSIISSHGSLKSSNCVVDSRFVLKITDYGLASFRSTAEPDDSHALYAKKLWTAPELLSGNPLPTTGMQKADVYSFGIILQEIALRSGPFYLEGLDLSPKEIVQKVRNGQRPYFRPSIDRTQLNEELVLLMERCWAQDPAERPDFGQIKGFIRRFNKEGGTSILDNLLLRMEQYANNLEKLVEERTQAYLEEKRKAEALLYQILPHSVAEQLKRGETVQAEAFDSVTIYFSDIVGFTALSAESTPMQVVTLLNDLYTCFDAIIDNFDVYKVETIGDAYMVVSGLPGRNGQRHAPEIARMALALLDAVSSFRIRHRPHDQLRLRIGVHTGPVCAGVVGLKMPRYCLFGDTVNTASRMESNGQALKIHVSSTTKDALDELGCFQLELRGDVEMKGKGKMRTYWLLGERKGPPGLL
# DAX1 inh-2 = inhibits human nuclear receptor DAX1 | P51843 | HEK293 Gal4-DAX1 luciferase reporter, luminescence | inhibition, % at 6.75 µM | 0.99% of 340,000 active | AID 504766;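 active = inhibition above the mean over all tested compounds plus 3 SD, cut at about 4.2% in these data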;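 also: 0% = DAX1-transfected cells with DMSO and 100% = empty-vector control cells with DMSO; inhibition shows as a rise in luminescence from relieved DAX1 repression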
# * = called active by the depositor; · = not tested or not shown.
SMILES,sPLA2-III inh,NPR1 activator,KLK7 zymogen act,DAX1 inh-1,SMARCA2 activ,hcDAF12 agonist,ssDAF-12 act,FXN GAA850 act,hgDAF-12 ag,NPR2 activator,DAX1 inh-2
COC(=O)Cc1cn(-c2ncc(C(F)(F)F)cc2Cl)c2ccccc12,-7,-10,-1.5,-0.3,0,-0.5,-0.6,0.7,-0.8,-5,1.9
CC1CCc2nn(CC(=O)Nc3c(F)cc(F)cc3Br)cc2C1 (stereo unspecified),-1,4,0.0,-0.1,-1,-0.6,-1.6,0.3,-3.1,0,-1.0
CC(C)C(=O)N1CCN(c2ccccc2NC(=O)COc2ccccc2)CC1,-2,-2,-0.6,-0.6,0,1.4,-1.4,1.8,-1.0,-1,-0.2
O=C(Nc1ccc(F)cc1)Nc1cc(OCC(F)(F)F)cc(OCC(F)(F)F)c1,-3,12,0.4,-3.9,-11,-5.8,-2.5,-10,-13,-8,-4.3
NC1=NC[C@@H](Cc2ccc(O)cc2)N1CCc1cccc(F)c1,-1,0,-0.2,0.4,1,-1.3,-1.2,0.1,0.8,-1,1.4
Cc1noc(C)c1COC(=O)CCN1c2ccccc2Sc2ccccc21,-7,-24,-0.1,-0.6,-2,-1.9,-1.1,2.0,-1.4,-10,1.3
CCN(CC)S(=O)(=O)c1cccc(C(=O)N/N=C/c2ccc(OC)c(O)c2)c1,-11,2,0.1,0.3,-1,-1.7,-1.7,4.0,-0.9,-6,-1.2
CC1CCC(C(C)C)C(OC(=O)COC(=O)c2ccc(N)cc2)C1 (stereo unspecified),-6,-5,0.3,-0.1,-1,-0.3,-2.0,0.2,0.0,-2,1.4
Cc1ccc(NC(=O)c2cccs2)cc1NC(=O)c1ccc(F)cc1,8,5,-0.4,-0.1,-3,0.5,0.8,1.6,1.3,3,-0.4
Cc1ccc(C)c(C(=O)COC(=O)c2ccc(Br)o2)c1,-8,-4,0.0,-0.4,-3,-1.5,-0.9,-0.2,-1.7,-1,0.3
O=C(ONC1=NCCCCC1)c1c(F)cccc1F,9,-2,-0.1,-0.6,-7,-1.5,-1.0,-3.6,-0.4,4,-0.4
Cc1ccc2nc(-c3ccc(NS(=O)(=O)c4ccc(F)c(F)c4)cc3)sc2c1,-126,6,-20,5.8*,4,6.4*,0.9,10*,17*,1,1.5
CCN(CC)S(=O)(=O)c1cccc(NC(=O)COC(=O)c2cc(=O)c3ccccc3o2)c1,5,0,0.2,0.9,-4,-1.2,-2.3,0.5,1.8,-8,-0.8
COC(=O)c1ccc(N/C=C/C(=O)c2ccc(OC)c(OC)c2)cc1,4,-1,0.0,-0.3,-3,-1.3,-1.5,0.1,-0.2,-5,0.7
Cc1ccc(C)c(S(=O)(=O)N2CCN(C(=O)c3cc(-c4cccs4)nn3-c3ccccc3)CC2)c1,2,1,-0.1,2.8,-3,-0.5,-1.1,1.7,-1.0,6,1.2
CC(C)[C@@H](C(=O)N1CCN(Cc2ccc3c(c2)OCO3)CC1)n1nnc2ccccc2c1=O,2,0,-0.1,-0.2,-1,-1.0,-0.5,-2.1,-1.4,2,-0.8
CC(C)N(C(=O)[C@H]1C[C@H](CC(=O)NCCCn2ccnc2)C(=O)N2CCc3c([nH]c4ccc(Cl)cc34)[C@]12C)C(C)C,-13,0,0.1,-0.8,-4,0.1,-0.7,-0.5,-1.0,4,0.2
CNC(=O)C1CN(C(=O)c2cccc(S(=O)(=O)N3c4ccccc4CC3C)c2)c2ccccc2O1 (stereo unspecified),-6,-1,0.1,-0.3,-3,-1.2,-0.7,-0.4,-1.7,4,-1.0
CC1(C(=O)NCC2CC2)Cc2c(-c3cccc(C(N)=O)c3)ccnc2O1 (stereo unspecified),6,0,0.4,-1.2,-3,0.4,-0.7,-1.7,-0.7,-1,·
O=C(Nn1cnc2ccccc2c1=O)C1CCCCC1,-2,3,0.2,-0.4,1,-0.7,-1.8,-0.2,1.7,4,-0.1
Cc1ccc(NC2CCCN(C(=O)CN3C(=O)CSC3=O)C2)cc1C (stereo unspecified),-20,2,0.3,-0.8,-1,-0.3,-0.6,0.5,-2.0,-2,0.3
C=CCN1C(=O)C(CC(=O)Nc2ccc(OCCC)cc2)N(CCCN2CCN(Cc3ccccc3)CC2)C1=S (stereo unspecified),-38,-7,0.3,1.3,-4,0.6,-1.1,-6.9,-3.0,-2,0.4
COc1ccc(C(=O)Nc2ccccc2N2CCCC2)cc1S(=O)(=O)N1CCOCC1,-2,-1,-0.5,1.6,-1,0.2,-1.3,0.9,0.6,1,-0.2
CCOc1ccc(CCNC(=O)CCn2cccc2)cc1OCC,-3,-4,-0.3,0.7,-2,0.2,-1.1,-0.7,-0.4,-6,1.1
Cc1[nH]c2ccccc2c1/C=N/NC(=O)CCC(=O)NCc1ccccc1,3,0,-0.6,-0.1,-4,1.8,0.5,0.7,5.9,1,1.0
COc1ccc(CCNC(=O)CSc2nnnn2C)cc1OC,0,2,0.4,-1.8,-1,0.0,-0.9,0.1,3.0,1,-0.8
CCOC(=O)c1cnc(-n2nc(C)cc2C)nc1Nc1ccc(O)cc1,2,0,0.5,-0.8,0,-0.4,-1.3,-1.5,-0.1,3,-0.1
Clc1cccc(-c2cccc3nccn23)c1,6,0,8.4,-0.7,-5,-2.6,-1.5,1.3,1.3,0,·
CCOC(=O)/C(CCC[N+](C)(CC)CC)=N\O,7,1,0.8,-0.1,-3,-0.9,-1.5,3.8,0.6,4,0.1
Cc1cc(SCC(=O)Nc2cccc(S(=O)(=O)N3CCOCC3)c2)nc2ccccc12,-15,5,-0.7,-0.9,-3,-2.9,-2.1,-0.5,-3.3,2,-2.0
O=C(COc1cc(Cl)c(Cl)cc1Cl)Nn1cnnc1,-2,1,0.3,0.1,0,-0.5,-0.4,-1.3,-0.4,0,1.4
O=C(c1ccc(F)cc1Cl)N(c1ccccn1)C1CCCCC1,0,-3,0.8,-0.4,3,-1.3,-1.7,0.4,-0.7,1,-0.8
CN(CCC#N)C(=O)CSc1nnc(-c2c[nH]c3ccccc23)o1,-2,4,-0.2,0.2,1,-0.9,-1.3,3.0,0.4,1,-0.8
Cc1cc(SCC(=O)c2cc3ccccc3o2)nc2ccccc12,-5,-1,-0.2,1.3,5,4.8,1.1*,1.4,4.3,1,-0.2
CN1CCN(S(=O)(=O)c2ccc(=O)[nH]c2)CC1,3,4,0.1,0.3,-2,1.1,-0.9,-0.4,-2.8,2,2.1
O=C(CCl)N(c1ccccc1)c1c[nH]c2ccccc12,-6,-2,-0.3,-3.2,-9,1.6,0.0,-11,-6.4,3,-2.3
O=C(c1ccccc1[N+](=O)[O-])N1N=C(c2ccccc2)CC1(O)C(F)(F)F (stereo unspecified),-7,2,-0.1,-0.1,1,0.5,-1.0,4.2,-0.3,-1,-0.6
CCN(CC)S(=O)(=O)c1ccc(Cl)c(C(=O)NCCN2CCOCC2)c1,3,1,0.7,-0.2,-4,-1.5,-1.0,0.1,-0.2,2,-0.2
CC(C)CCn1nnnc1C(c1ccccc1)N1CCN(C)CC1 (stereo unspecified),-8,-4,0.7,0.7,1,-1.2,-1.0,-3.4,0.0,1,-0.2
O=C1CSC(c2cccc([N+](=O)[O-])c2)N1c1c(F)cccc1F (stereo unspecified),-1,2,0.0,-1.0,0,-1.5,-1.9,0.0,4.0,-2,-0.8
Cc1ccc(S(=O)(=O)N(CC(=O)N2CCCCCC2)c2ccccc2F)cc1,6,3,-0.1,-0.2,-1,1.4,-1.0,3.5,-0.7,-2,0.2
COc1ccc(NC(=O)Cc2ccc(C)cc2)c([N+](=O)[O-])c1,8,4,0.1,0.0,-3,-1.6,-0.8,4.6,4.2,2,-1.1
Cc1ccn(CC(=O)N2N=C(C(F)F)CC2(O)C(F)F)n1 (stereo unspecified),6,-2,-0.4,0.0,1,1.1,-1.0,1.6,1.8,2,0.1
Cc1cc(NC(=O)COC(=O)C2CCC(=O)N2)c([N+](=O)[O-])cc1C (stereo unspecified),6,-4,-0.3,0.1,-3,-0.2,-1.4,1.0,-1.4,-1,1.3
O=c1c2ccccc2nnn1CSc1nnc(-c2cccs2)n1Cc1ccccc1,-5,-2,0.0,-0.9,-3,-1.6,-1.5,-0.8,-7.3,3,-1.7
CCCCNS(=O)(=O)c1ccc2nc(-c3cccnc3)cc(C(=O)NC3CCCC3)c2c1,3,-1,0.2,-0.1,-1,-1.8,-1.0,2.2,1.1,3,0.3
CCOC(=O)c1c(-c2ccc(OC)cc2)cn2ccccc12,5,-2,-3.3,-0.5,2,0.0,-1.8,-1.3,1.0,0,2.9
N#CC(C#N)=C1C=CC=CN1/C(=C\c1ccco1)C(=O)c1ccc(Cl)cc1,11,4,8.2,-2.4,-11,-5.8,-1.1,-8.7,-2.2,-9,0.1
Cc1ccc(C(=O)NCC(=O)N/N=C/c2cccs2)cc1C,1,-3,-0.1,0.2,1,-1.0,-1.5,-0.2,0.7,2,1.1
Cc1cc(C)n2nc(C)c(-c3ccccc3)c2n1,7,0,0.1,-0.5,-4,-1.3,-0.8,2.9,-1.4,-5,0.3
C=CCN(C(=O)C1=NN(C2CCS(=O)(=O)C2)C(=O)CC1)c1nc(-c2ccc([N+](=O)[O-])cc2)cs1 (stereo unspecified),-24,2,0.8,-1.9,1,0.0,-1.9,4.0,5.4,-4,1.9
CC1CCN(CCCNC(=O)c2ccc3c(=O)n(CCc4ccccc4)c(=O)[nH]c3c2)CC1,-14,5,-1.7,2.8,-1,-0.7,-0.6,0.3,1.5,-4,0.9
CC(C)(C)NC(=O)CSc1nnc(C2CC2)n1Cc1ccccc1,3,3,-0.3,-0.4,-1,-0.7,-1.1,0.8,2.9,3,-0.9
Cc1cc([N+](=O)[O-])cc(/C=N/n2c(C)nc3ccccc3c2=O)c1O,1,0,-0.3,-0.3,-3,-1.0,-1.0,-1.9,1.5,-2,-0.2
CCCC1COC(Cn2cncn2)(c2ccc(C)cc2)O1 (stereo unspecified),19,-6,-0.3,0.2,2,-2.7,-2.0,-0.1,-1.6,-6,0.3
Cn1c(Cn2c(=O)sc3ccccc32)nnc1SCc1ccccc1F,2,-4,0.1,-0.2,-1,-0.9,-1.3,0.1,0.3,-5,2.8
O=C1OC2CCC1(c1ccccc1)C2 (stereo unspecified),6,9,0.2,-0.5,1,0.6,-1.5,1.3,0.6,-7,-0.6
c1ccc(-c2nc(N3CCCCCC3)nc(-n3ccnc3)n2)cc1,-5,-13,0.1,-0.7,-3,-1.3,-0.7,-0.1,1.2,-11,-0.3

# Two of the compounds above, tab-delimited.
smiles	sPLA2-III inh	NPR1 activator	KLK7 zymogen act	DAX1 inh-1	SMARCA2 activ	hcDAF12 agonist	ssDAF-12 act	FXN GAA850 act	hgDAF-12 ag	NPR2 activator	DAX1 inh-2
CC(C)CCn1nnnc1C(c1ccccc1)N1CCN(C)CC1 (stereo unspecified)	-8	-4	0.7	0.7	1	-1.2	-1.0	-3.4	0.0	1	-0.2
O=C1CSC(c2cccc([N+](=O)[O-])c2)N1c1c(F)cccc1F (stereo unspecified)	-1	2	0.0	-1.0	0	-1.5	-1.9	0.0	4.0	-2	-0.8
